Bioassay records as filed in PubChem BioAssay.
Runt-CBFb FRET: inhibitors of RUNX1 Runt–CBFb binding, primary screen, biochemical, FRET, Cerulean-Runt, Venus-CBFb, uHTS | inhibition, % at 20 µM | Cerulean-Runt/Venus-CBFb FRET ratio 530/480, 1 h | hit rate 0.46% among 220,000 | Runt-related transcription factor 1 (Homo sapiens) + Core-binding factor subunit beta …;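 active means inhibition over about 50% at 20 µM in the single-dose screen, limit read from the data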;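 further: 0% = DMSO wells and 100% = excess unlabeled CBFb competitor control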
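test system = Cerulean-tagged RUNX1 Runt domain (FRET donor) fusion protein | reagent = Venus-CBFb binding partner, 100 nM | incubation = protein complex preformed 1 h, compound exposure 1 h, room temperature, dark | detection = FRET fluorescence | read-out basis = loss of energy transfer signal | controls = 5 µM unlabeled CBFb as full-inhibition high control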
KLK5 inh: human KLK5 protease inhibitors, primary screen, biochemical, 1536-well; Kallikrein-5 (Homo sapiens), Q9Y337; recombinant hK5, fluorogenic AMC substrate cleavage; inhibition, % at 5 µM; hit rate 0.59% among 210,000; AID 873, 2007;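 active means inhibition of 40% or more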;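 further: 0% = enzyme controls without compound and 100% = no-enzyme blanks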
Target sequence (Q9Y337 67-293 limits assumed): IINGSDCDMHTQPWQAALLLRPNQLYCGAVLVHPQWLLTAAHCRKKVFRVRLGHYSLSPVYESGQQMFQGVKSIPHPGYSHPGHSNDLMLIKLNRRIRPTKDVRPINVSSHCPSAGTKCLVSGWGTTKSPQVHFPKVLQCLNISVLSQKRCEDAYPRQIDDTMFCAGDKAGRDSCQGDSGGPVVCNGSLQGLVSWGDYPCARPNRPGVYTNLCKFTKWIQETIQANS
Wee1 degr inh: Wee1 degradation inhibitors, primary screen, cell-based, HeLa, Wee1K328M-luciferase, luminescence | Wee1-like protein kinase (Homo sapiens), P30291 | HeLa Luc-Wee1K328M stability; 100% = proteasome inhibitor MG132 effect | reporter increase, % at 5 µM | hit rate 1.2% among 220,000 | AID 1321, 2008;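 active means activation above the mean of all tested compounds plus 3 SD, set per screening run, cut at about 8.8% in these data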;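 further: cells exposed to compound for 20 h before luminescence read; 0% = DMSO alone and 100% = MG132 at 30 µM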
thrombin 1536: human alpha-thrombin inhibitors, primary screen, counter-screen for coagulation protease inhibitor project, biochemical, 1536-well, fluorogenic AMC substrate | Boc-VPR-AMC fluorogenic substrate cleavage | inhibition, % at 5 µM | hit rate 0.26% among 220,000 | AID 1046, 2008;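 active means inhibition at or above 40%; inactive means inhibition below 40%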;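 further: 0% = enzyme with no compound and 100% = wells without enzyme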
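Test system: human alpha-thrombin; medium: pH 7.5 Tris-saline with Tween 20; times: reaction at room temperature; signal: AMC fluorescence at 355 nm excitation and 460 nm emission; also added: Boc-VPR-AMC substrate, 15 µM final; dosing: one concentration per compound, 5 µM, with 0.2% DMSO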
FXIIa inh: human FXIIa protease inhibitors, primary screen, biochemical, 1536-well; hit rate 0.3% among 220,000; AID 800, 2007; purified FXIIa, Boc-QGR-AMC fluorogenic substrate, 2 h; inhibition, % at 5 µM; in the data active means inhibition above about 40%;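 further: 0% = enzyme with no compound and 100% = blank without enzyme; many of its hits are not listed in these tables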
Runt-SMMHC FRET: inhibitors of RUNX1 Runt–CBFb-SMMHC binding, primary screen, biochemical, FRET, Cerulean-Runt, Venus-CBFb-SMMHC, uHTS | inhibition, % at 20 µM | hit rate 0.74% among 220,000 | Cerulean-Runt/Venus-CBFb-SMMHC FRET ratio 530/480, 1 h;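 active means mean inhibition across duplicate retests at 20 µM reaching about 50%, limit read from the data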;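 further: 0% = DMSO wells and 100% = wells with excess untagged CBFb-SMMHC; inhibitors lower the FRET ratio by blocking Runt binding to CBFb-SMMHC; some results filed as inactive read as strong as hits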
Hck Nef HTS: inhibitors of Nef-activated human Hck kinase, primary screen, biochemical, Z-Lyte FRET, 384-well, Hck-YEEI; hit rate 0.68% among 220,000; inhibition, % at 20 µM; Recombinant Hck-YEEI plus Nef, Z-Lyte FRET kinase assay; Tyrosine-protein kinase HCK (Homo sapiens), P08631;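 active means Hck-Nef kinase inhibition above about 50%, limit read from the data; inactive means inhibition below that limit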;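 further: 0% = DMSO with Hck plus Nef and 100% = Hck alone without Nef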
Target sequence (P08631 whole entry, looked up): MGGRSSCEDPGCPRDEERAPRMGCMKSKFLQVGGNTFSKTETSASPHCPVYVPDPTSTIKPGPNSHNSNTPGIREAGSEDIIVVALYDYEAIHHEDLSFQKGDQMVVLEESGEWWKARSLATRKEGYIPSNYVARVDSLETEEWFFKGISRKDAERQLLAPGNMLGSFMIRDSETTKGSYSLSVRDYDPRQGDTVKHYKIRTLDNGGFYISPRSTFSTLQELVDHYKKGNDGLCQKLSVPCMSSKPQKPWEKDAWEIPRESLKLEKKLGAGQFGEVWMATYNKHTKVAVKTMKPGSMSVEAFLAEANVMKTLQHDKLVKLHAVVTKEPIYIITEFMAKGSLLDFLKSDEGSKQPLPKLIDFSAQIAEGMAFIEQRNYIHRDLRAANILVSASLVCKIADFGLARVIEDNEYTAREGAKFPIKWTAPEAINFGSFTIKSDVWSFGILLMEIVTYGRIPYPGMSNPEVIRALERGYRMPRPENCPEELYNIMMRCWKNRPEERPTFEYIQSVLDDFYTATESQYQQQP
14-3-3 Bad PPI: inhibitors of 14-3-3 zeta/Bad binding, primary screen, biochemical, TR-FRET, bovine 14-3-3 zeta; AID 781, 2007; 14-3-3 protein zeta/delta (Bos taurus), P63103; hit rate 0.71% among 220,000; TR-FRET 14-3-3zeta/Dy647-pBad peptide displacement, 1 h; inhibition, % at 21.7 µM;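 active means inhibition above about 70%, limit read from the data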;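 further: 0% = full 14-3-3 plus peptide FRET controls and 100% = background without 14-3-3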
Target sequence (P63103 whole entry, looked up): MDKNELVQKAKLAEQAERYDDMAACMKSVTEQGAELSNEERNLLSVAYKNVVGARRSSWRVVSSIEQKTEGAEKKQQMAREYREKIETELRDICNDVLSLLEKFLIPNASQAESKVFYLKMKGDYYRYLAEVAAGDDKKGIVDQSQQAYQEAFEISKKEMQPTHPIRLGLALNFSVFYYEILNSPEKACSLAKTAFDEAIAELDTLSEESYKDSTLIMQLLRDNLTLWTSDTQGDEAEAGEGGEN
FXIa inh 1536: human FXIa protease inhibitors, primary screen, biochemical, 1536-well; Coagulation factor XI (Homo sapiens), P03951; purified FXIa, Boc-Glu-Ala-Arg-AMC fluorogenic substrate; inhibition, % at 5 µM; hit rate 0.14% among 220,000;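 active means inhibition of at least 40%; inactive means inhibition below 40%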;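 further: fluorescence of freed AMC excited at 355 nm; 0% = enzyme without compound and 100% = no enzyme blank; many of its hits are not listed in these tables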
Active calls of the source: *; [ ] = dose if it differs, or a comment.

Start of the listing, in advance (2 entries):
For Cc1sc2nc3ccc(N4CCCC4)nn3c(=O)c2c1C the results were Runt-CBFb FRET -2, KLK5 inh 5, Wee1 degr inh 4, thrombin 1536 2, FXIIa inh 11, Runt-SMMHC FRET -26, Hck Nef HTS -32, 14-3-3 Bad PPI 5 and FXIa inh 1536 3.
Cc1ccc(NC(=S)NC(NC(=O)C(C)(C)C)C(Cl)(Cl)Cl)c(C)c1 (centres undefined) was read as KLK5 inh -8, Wee1 degr inh -2, thrombin 1536 -2, FXIIa inh 11, Runt-SMMHC FRET -1, Hck Nef HTS 2, 14-3-3 Bad PPI -17 and FXIa inh 1536 1.

All compounds of this part, from the start:
For Cc1sc2nc3ccc(N4CCCC4)nn3c(=O)c2c1C the results were Runt-CBFb FRET -2, KLK5 inh 5, Wee1 degr inh 4, thrombin 1536 2, FXIIa inh 11, Runt-SMMHC FRET -26, Hck Nef HTS -32, 14-3-3 Bad PPI 5 and FXIa inh 1536 3.
Cc1ccc(NC(=S)NC(NC(=O)C(C)(C)C)C(Cl)(Cl)Cl)c(C)c1 (centres undefined) was read as KLK5 inh -8, Wee1 degr inh -2, thrombin 1536 -2, FXIIa inh 11, Runt-SMMHC FRET -1, Hck Nef HTS 2, 14-3-3 Bad PPI -17 and FXIa inh 1536 1.
`COC(=O)c1c(NC(=O)CN2CCC(C)CC2)c2c(C)cccc2n1C` gave Runt-CBFb FRET -3, KLK5 inh -27, Wee1 degr inh 1, thrombin 1536 -8, FXIIa inh 7, Runt-SMMHC FRET -1, Hck Nef HTS 3, 14-3-3 Bad PPI -11[fluorescence artefact?] and FXIa inh 1536 0.
Screening O=C1c2ccsc2SCCN1Cc1ccccc1 returned Runt-CBFb FRET 1, Wee1 degr inh -1, thrombin 1536 -1, FXIIa inh 11, Runt-SMMHC FRET 1, Hck Nef HTS 3, 14-3-3 Bad PPI 3 and FXIa inh 1536 1.
Screening CCO[C@H]1OC(C(=O)O)=C[C@@H](C2CC2)[C@@H]1CCCO returned Runt-CBFb FRET -3, KLK5 inh 0, Wee1 degr inh -1, thrombin 1536 1, FXIIa inh 14, Runt-SMMHC FRET -1, Hck Nef HTS -3, 14-3-3 Bad PPI 1 and FXIa inh 1536 5.
For Nc1cccc(S(=O)(=O)NC2=NCCC2)c1 the results were Runt-CBFb FRET 2, KLK5 inh -12, Wee1 degr inh -1, thrombin 1536 4, FXIIa inh 8, Runt-SMMHC FRET -3, Hck Nef HTS 4, 14-3-3 Bad PPI -6 and FXIa inh 1536 -5.
O=C(O)c1ccc(COc2ccccc2C=C2C(=O)c3ccccc3C2=O)cc1 was read as Runt-CBFb FRET -1, KLK5 inh -19, Wee1 degr inh 1, thrombin 1536 -7, FXIIa inh 4, Runt-SMMHC FRET -4, Hck Nef HTS 9, 14-3-3 Bad PPI -1 and FXIa inh 1536 6.
For CCC1CCCCN1C(=O)COC(=O)c1cc(Br)ccc1Cl (centres undefined) the results were Runt-CBFb FRET 0, KLK5 inh -1, Wee1 degr inh -3, thrombin 1536 4, FXIIa inh 6, Runt-SMMHC FRET 2, Hck Nef HTS 22, 14-3-3 Bad PPI -12 and FXIa inh 1536 0.
Screening COc1ccccc1CNC(=O)c1ccc(NS(=O)(=O)c2c(C)noc2C)cc1 returned Runt-CBFb FRET -1, KLK5 inh -7, Wee1 degr inh -2, thrombin 1536 4, FXIIa inh 18, Runt-SMMHC FRET -2, Hck Nef HTS 1, 14-3-3 Bad PPI 1 and FXIa inh 1536 4.
CCOc1ccc(CC(=O)OCN2C(=O)c3ccccc3C2=O)cc1 was read as Runt-CBFb FRET 1, KLK5 inh 2, Wee1 degr inh 1, thrombin 1536 -1, FXIIa inh 15, Runt-SMMHC FRET 5, Hck Nef HTS 1, 14-3-3 Bad PPI 2 and FXIa inh 1536 -1.
O=C(C[n+]1ccc(C(=O)NCCCO)cc1)c1cccc(Br)c1 was read as Runt-CBFb FRET -1, KLK5 inh -4, Wee1 degr inh -1, thrombin 1536 -5, FXIIa inh 6, Runt-SMMHC FRET -2, Hck Nef HTS 5, 14-3-3 Bad PPI -13 and FXIa inh 1536 1.
`Cc1cc(/C=C(\C#N)C(=O)N2CCOCC2)c(C)n1C1CCCC1` gave Runt-CBFb FRET -4, KLK5 inh -2, Wee1 degr inh 5, thrombin 1536 -6, FXIIa inh -1, Runt-SMMHC FRET -5, Hck Nef HTS -3, 14-3-3 Bad PPI 1 and FXIa inh 1536 -1.
Screening O=C(C1CC1c1ccccc1)N1CCOCC1 (centres undefined) returned Runt-CBFb FRET -1, KLK5 inh 2, Wee1 degr inh 6, thrombin 1536 2, FXIIa inh 4, Runt-SMMHC FRET -1, Hck Nef HTS -6, 14-3-3 Bad PPI -7 and FXIa inh 1536 6.
COc1ccc(CN2CCNC(=O)C2CC(=O)N(C)Cc2ccncn2)c(OC)c1 (centres undefined) was read as Runt-CBFb FRET 0, Wee1 degr inh -2, thrombin 1536 -7, FXIIa inh 5, Runt-SMMHC FRET -3, Hck Nef HTS -6, 14-3-3 Bad PPI 1 and FXIa inh 1536 -2.
`O=C(COc1ccccc1)N1CCN(S(=O)(=O)c2cccs2)CC1` gave Runt-CBFb FRET 1, KLK5 inh -9, Wee1 degr inh 0, thrombin 1536 1, FXIIa inh 16, Runt-SMMHC FRET 2, Hck Nef HTS 0, 14-3-3 Bad PPI -2 and FXIa inh 1536 5.
For CCOC(=O)CSc1nc2ccccc2n2cnnc12 the results were Runt-CBFb FRET 0, KLK5 inh 0, Wee1 degr inh -3, thrombin 1536 4, FXIIa inh 17, Runt-SMMHC FRET -2, Hck Nef HTS 8, 14-3-3 Bad PPI -1 and FXIa inh 1536 2.
Cc1ccc(OC(=O)c2cccc(C(=O)Oc3ccc(C)cc3)n2)cc1 was read as Runt-CBFb FRET -4, KLK5 inh -11, Wee1 degr inh 5, thrombin 1536 -6, FXIIa inh 6, Runt-SMMHC FRET 3, Hck Nef HTS 2, 14-3-3 Bad PPI 21 and FXIa inh 1536 7.
Screening CC(Sc1nc(-c2ccccc2)nc2c1COC(C)(C)C2)C(=O)N1CCOCC1 (centres undefined) returned Runt-CBFb FRET 0, KLK5 inh -1, Wee1 degr inh -3, thrombin 1536 -4, FXIIa inh 6, Runt-SMMHC FRET 4, Hck Nef HTS 2, 14-3-3 Bad PPI -2 and FXIa inh 1536 -8.
COc1cc2[nH]c(=O)n(CCCCCC(=O)NCCCN3CCCC3=O)c(=O)c2cc1OC was read as Runt-CBFb FRET 3, KLK5 inh 2, Wee1 degr inh -1, thrombin 1536 2, FXIIa inh 0, Runt-SMMHC FRET -3, Hck Nef HTS 0, 14-3-3 Bad PPI 9 and FXIa inh 1536 3.
`COc1cccc(-c2noc(C(C)n3nc(C)c([N+](=O)[O-])c3C)n2)c1` (centres undefined) gave Runt-CBFb FRET -3, KLK5 inh 5, Wee1 degr inh -2, thrombin 1536 1, FXIIa inh 12, Runt-SMMHC FRET 2, Hck Nef HTS 0, 14-3-3 Bad PPI 1 and FXIa inh 1536 1.
`CCc1ccc(-c2nc(NC(=O)c3ccc(OCC(=O)Nc4ccc(F)cc4)c(OC)c3)sc2C)cc1` gave Runt-CBFb FRET 2, KLK5 inh -11, Wee1 degr inh 0, thrombin 1536 -7, FXIIa inh 10, Runt-SMMHC FRET 1, Hck Nef HTS 7, 14-3-3 Bad PPI 7 and FXIa inh 1536 1.
CSc1ncc(Cl)c(C(=O)Nc2ccccc2Br)n1 was read as Runt-CBFb FRET 0, KLK5 inh 1, Wee1 degr inh 0, thrombin 1536 4, FXIIa inh 13, Runt-SMMHC FRET -1, Hck Nef HTS 9, 14-3-3 Bad PPI 1 and FXIa inh 1536 2.
CCC(=O)c1ccc(N2CCN(C(=O)Cc3ccccc3)CC2)c(F)c1 was read as Runt-CBFb FRET -1, KLK5 inh -3, Wee1 degr inh 0, thrombin 1536 -17, FXIIa inh -8, Runt-SMMHC FRET -2, Hck Nef HTS -19, 14-3-3 Bad PPI -3 and FXIa inh 1536 0.
O=C(Cn1cc(SCc2cccc(Cl)c2)c2ccccc21)N1CCOCC1 was read as Runt-CBFb FRET -2, KLK5 inh -5, Wee1 degr inh 11*, thrombin 1536 -1, FXIIa inh 7, Runt-SMMHC FRET -2, Hck Nef HTS 2, 14-3-3 Bad PPI -1 and FXIa inh 1536 3.
For Cc1sc2ncnc(SCC(=O)N3c4ccccc4Sc4ccc(Cl)cc43)c2c1C the results were Runt-CBFb FRET -3, KLK5 inh -12, Wee1 degr inh -3, thrombin 1536 -6, FXIIa inh 4, Runt-SMMHC FRET 3, Hck Nef HTS 2, 14-3-3 Bad PPI -2 and FXIa inh 1536 5.
For Cc1ccc(CNC(=O)C(Cc2ccccc2)NS(=O)(=O)c2ccc(Br)s2)cc1 (centres undefined) the results were Runt-CBFb FRET 2, KLK5 inh -15, Wee1 degr inh 0, thrombin 1536 -6, FXIIa inh 7, Runt-SMMHC FRET 5, Hck Nef HTS 0, 14-3-3 Bad PPI -3 and FXIa inh 1536 -1.
COc1ccc(-n2nc(C(=O)NCC(=O)N3CCN(c4ccccn4)CC3)c3ccccc3c2=O)cc1OC was read as Runt-CBFb FRET -3, KLK5 inh -2, Wee1 degr inh 0, thrombin 1536 -3, FXIIa inh 8, Runt-SMMHC FRET 0, Hck Nef HTS -4, 14-3-3 Bad PPI 2 and FXIa inh 1536 -3.
For CCC(C)NCc1ccc(C(=O)OC)o1 (centres undefined) the results were Runt-CBFb FRET -1, KLK5 inh -3, Wee1 degr inh -1, thrombin 1536 -2, FXIIa inh -18, Runt-SMMHC FRET -5, Hck Nef HTS 0, 14-3-3 Bad PPI 14[fluorescence artefact?] and FXIa inh 1536 -11.
Cc1ccc2nc(-c3ccccc3)c(CC(=O)O)c(C(=O)O)c2c1 was read as Runt-CBFb FRET -2, KLK5 inh 2, Wee1 degr inh 2, thrombin 1536 -8, FXIIa inh 7, Runt-SMMHC FRET 1, Hck Nef HTS 22, 14-3-3 Bad PPI -15 and FXIa inh 1536 0.
Cc1cc(C(=O)NCCCN2CCCC2=O)cs1 was read as Runt-CBFb FRET 2, KLK5 inh -20, Wee1 degr inh 1, thrombin 1536 0, FXIIa inh 14, Runt-SMMHC FRET 0, Hck Nef HTS 7, 14-3-3 Bad PPI -9 and FXIa inh 1536 24.
Screening O=S(=O)(c1cccc(-c2cn3cccnc3n2)c1)N1CCOCC1 returned Runt-CBFb FRET 1, KLK5 inh -104, Wee1 degr inh -1, thrombin 1536 -7, FXIIa inh -13, Runt-SMMHC FRET 3, Hck Nef HTS 1, 14-3-3 Bad PPI -1 and FXIa inh 1536 -12.
